GCN5L2 inh: inhibitors of human GCN5L2 histone acetyltransferase; Q92830; GCN5L2 HAT assay, ThioGlo1 CoA-SH fluorescence; Potency, µM (series often up to 58.9 µM), without a hit: at the top dose activity change, negative = inhibition, most hits filed as inhibitors; 390,000 compounds, 0.21% hits
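ThioGlo1-coupled HAT assay: 20nM GCN5L2, 70uM acetyl-CoA, 75uM H3(1-25) peptide, pH 7.5. Fluorescence read at 340/540nm at start and after 20 min at room temperature.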
FEN1 inh: inhibitors of human flap endonuclease 1. P39748. Recombinant FEN1 flap cleavage, fluorescence, 15 min. Potency, µM (series often up to 114 µM), for the others: at the highest dose activity change, negative = inhibition, usual class: inhibitors. 390,000 compounds, 0.35% hits; note: nearly all actives have a fitted effect of over 65% in size
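In this screen, 50 nM flap DNA substrate was added to 10 nM FEN1 pretreated with compound for 15 min at room temperature; cleavage was followed with reads at 0 and 15 min, and Hill fitting gave concentration–response parameters.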
TDP1 cell CPT: growth inhibition of DT40 Tdp1-/-;hTDP1 cells with camptothecin (screen for TDP1 inhibitors); chicken DT40 Tdp1-/-;hTDP1 cells + 20 nM CPT, ATP luminescence, 48 h; Potency, µM (doses to about 46.2 µM), inactives show at the highest dose activity change, negative = growth inhibition, hits mostly inhibitors; 420,000 compounds, 12% hits; note: nearly all actives have a fitted effect of over 55% in size
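Cell growth measured by CellTiter-Glo luminescence after a minimum 48 h, 37 C compound exposure with 20 nM CPT in Tdp1-knockout DT40 cells stably expressing hTDP1, seeded 400/well; qHTS titration format.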
* = called active by the depositor; ? = inconclusive; nt = no result given; & = joins results of further samples; [ ] = remark or other dose. Calls come from the whole dose curve; as a rule, active = well fitted curve in the direction sought with a large enough effect; inconclusive = small, poorly fitted or top-dose-only effect, or another doubt; inactive = no such curve, though single readings can be large; an effect the other way counts as inactive or inconclusive. % is set by controls: 0 for no effect and ±100 for the full control effect; potency is the fitted concentration of half-maximal effect.

Fields – GCN5L2 inh | FEN1 inh | TDP1 cell CPT
> COc1ccc(Br)cc1CN(C)CC(=O)Nc1cccc(S(N)(=O)=O)c1
→ -16% | 2% | 1%
> O=C(COC(=O)/C=C/c1ccccc1Cl)Nc1cccnc1Cl
→ 0% | -15% | -19%
> COc1ccc(CN2CSC(=S)N(Cc3ccccc3)C2)cc1
→ -9% | 1% | ?
> Cn1c(C(=O)N[C@@H](C(=O)O)c2ccccc2)cc2cc(F)ccc21
→ -4% | 11% | 29%
> Cc1n[nH]c(C)c1S(=O)(=O)N(CC(=O)NC(C)c1ccccc1)c1ccc(C(C)C)cc1 (stereo not given)
→ -4% | -8% | ?
> O=C(NC(=S)NN1CCCCC1c1cccnc1)c1ccc(Br)cc1 (stereo not given)
→ -4% | 45%[activator] | -17%
> CN(C)C(=O)c1nc2ccc(Cl)cn2c1CN1CCCC(OCc2cccnc2)C1 (stereo not given)
→ -7% | -6% | 0%
> Cc1ccc(S(=O)(=O)N2CCN(CC(=O)N/N=C/C=C/c3ccccc3)CC2)cc1
→ -5% | 1% | 11%
> CCOc1ccc(C(=O)NC(C)CCc2ccccc2)cc1 (stereo not given)
→ 5% | 0% | -5%
> C=C(C)c1cccc(C(C)(C)NC(=O)NCCCN2CCCC2=O)c1
→ -2% | -2% | -2%
> CCCn1nnnc1NCc1ccc(C(C)C)cc1
→ -7% | 3% | 0%
> Cc1ccccc1C(=O)Nc1c(C(=O)N2CCN(C)CC2)cnn1-c1ccccc1
→ nt | 4% | -1%
> COc1ccccc1/C=C/C(=O)OCC(=O)NCc1ccc2c(c1)OCO2
→ -12% | 20% | -5%
> CCCCOC(=O)c1ccc(NC(=O)C(=O)NCc2ccccn2)cc1
→ 1% | 1% | -14%
> Cc1cc(N2CCN(C)CC2)nc2ccc(NC(=S)NCCN3CCc4ccccc4C3)cc12
→ 1% | -19% | ?
> COc1ccc(NC(=S)NCC2CCN(c3ccc(OC)cc3)C2)cc1 (stereo not given)
→ 2% | -13% | ?
> CCOC(=O)c1c(C)[nH]c(CCC(=O)NCc2ccccc2C)c1C
→ -1% | 11% | ?
> Cc1cccc(C(=O)OCC(=O)c2ccc3c(c2)OCO3)c1O
→ ? | -1% | -10%
> CCCCNC(=O)CSc1nc(N)c(C(=O)Nc2ccc(OC)cc2)s1
→ 0% | -12% | ?
> CN1/C(=C/C=C(C#N)C#N)C=Cc2ccccc21
→ -1% | 13% | -13%
> CCC(=O)Nc1sc(Cc2ccc3c(c2)OCO3)c(C)c1C(N)=O
→ 23% | 0% | ?
> O=C(NCc1ccccc1)C1CC(=O)N(c2ccc(OCC(=O)N3CCCC3)cc2)C1 (stereo not given)
→ 2% | 0% | 4%
> CN1CCN(C(CNC(=O)c2ccc(Br)o2)c2ccc(F)cc2)CC1 (stereo not given)
→ 0% | 1% | -1%
> CN(CCc1ccccc1)C(=O)c1ccc(NC(=O)Cc2ccc(NC(=O)C3CCCN(S(=O)(=O)c4cccc([N+](=O)[O-])c4)C3)cc2)cc1 (stereo not given)
→ nt | -8% | -21%
> Nc1nc(-c2cc(O)ccc2[N+](=O)[O-])cc(-c2ccccc2)c1[N+](=O)[O-]
→ -20% | ? | 7.3µM*
> O=C(Nc1nnc(S(=O)(=O)N2CCc3ccccc32)s1)c1cccc(Cl)c1
→ 1% | 20% | 21µM*
> Cc1cc(OCC(=O)Nc2ccc(N3CCN(C)CC3)cc2)ccc1Cl
→ -21% | -11% | ?
> COc1ccc(Nc2nc(NCCN3CCOCC3)nc(Nc3ccc(OC)cc3)n2)cc1
→ 20% | ? | 11µM*
> CCCCc1cc(=O)oc2cc(OCc3cc(OC)c(OC)c(OC)c3)c(Cl)cc12
→ -1% | 0% | ?
> COc1ccc(-c2nc3ccccc3o2)cc1OC
→ -4% | -27% | ?
> CCC(C)NC(=O)C1CCN(c2nc(OC)nc(OC)n2)CC1 (stereo not given)
→ 1% | -2% | 11%
> COc1ccc(NC(=O)CCS(=O)(=O)c2cc3c(cc2C)NC(=O)CO3)cc1
→ 0% | 1% | -2%
> COc1ccc(C)cc1S(=O)(=O)N1CC(C)OC(C)C1 (stereo not given)
→ -14% | 1% | -15%
> COc1ccc(NC(=O)c2oc3ccccc3c2NC(=O)c2cc3ccccc3o2)c(OC)c1
→ 0% | 14% | 17%
> COc1ccccc1OCc1nc(-c2ccc([N+](=O)[O-])cc2)no1
→ -5% | 6% | ?
> CC1(C)Oc2ccc(C(=O)NC3CC3)cc2N(CC(=O)N2CCOCC2)C1=O
→ -2% | -4% | 0%
> C=CCNC(=O)c1onc(CSc2ccccc2CC)c1C(=O)O
→ -11% | 17% | -4%
> CCC(=O)C1=C(c2ccc(C)cc2)N(C(=O)CC)n2c(nnc2C2CCCCC2)S1
→ -7% | -9% | ?
> CC1(C)C[C@@H]2C(=O)CCC3O[C@@]3(C)CCC21 (stereo not given in full)
→ 1% | nt | 18%
> Oc1ccc2ccccc2c1N=Nc1ccccn1
→ -3% | ? | 0.65µM*
> CSc1ccc(OC2CCCCC2NS(=O)(=O)c2ccccc2)cc1 (stereo not given)
→ -3% | ? | ?
> O=C(COC(=O)C1CC1)Nc1ccc(OC(F)F)cc1
→ 3% | -6% | 0%
> O=C1c2ccccc2NC(c2ccco2)N1O (stereo not given)
→ -18% | 1% | ?
> CC(C)(C)c1csc(NC(=O)c2cccnc2)n1
→ 0% | 2% | -24%
> O=c1[nH]cc(S(=O)(=O)NCc2ccccc2)c(=O)[nH]1
→ -3% | 0% | -9%
> O=c1[nH]c(O)c(/C=C2\C=Nc3ccccc32)[nH]1
→ -16% | -9% | 7%
> COc1ccc(-c2cn3c(C)c(C(=O)N4CCN(c5ccccc5)CC4)sc3n2)cc1
→ nt | 19% | ?
> Clc1cccc(Cl)c1CO/N=C/c1cccs1
→ 0% | 1% | -16%
> Nc1ccc2nc(-c3ccccc3)[nH]c2c1
→ ? | -22% | ?
> COc1ccc(N)c(C)c1
→ nt | -1% | 5%
> N#CC1=C(N)Oc2n[nH]c(-c3ccccc3)c2C1c1ccncc1 (stereo not given)
→ -3% | 1% | -16%
> N/C(=N\OC(=O)CC1CCCCC1)c1ccccn1
→ 0% | -2% | 1%
> CN(C(=O)c1cccc(C(=O)N(C)c2ccccc2)c1)c1ccccc1
→ -27% | 3% | -3%
> COc1ccc(-c2nnc(SCc3nc4ccccc4s3)n2C(C)C)cc1
→ -3% | 3% | ?
> CCCCOC(=O)C1CCCC(C(=O)OCCCC)N1 (stereo not given)
→ 1% | 6% | 4%
> Cc1cc(NC(=O)CCC(=O)N(CC(=O)NCC2CCCO2)c2ccccc2)no1 (stereo not given)
→ -6% | 1% | 2%
> Cc1ccccc1NC(=O)NC1(C(=O)N2CCOCC2)CCCCC1
→ -2% | 1% | 6%
> COc1ccccc1NC(=O)CN1CCOCC1
→ 1% | 2% | 14%
> CCOc1ccccc1NC(=S)NCCc1ccc(F)cc1
→ -6% | 13% | ?
> CCc1ccc2[nH]c(=O)c(CN(Cc3ccccc3)Cc3nnnn3Cc3ccccc3)cc2c1
→ nt | -13% | ?

Following part:
Fields – GCN5L2 inh | FEN1 inh | TDP1 cell CPT
> O=C1Cc2ccccc2C(=O)N1c1ccc(F)cc1Cl
→ 0% | -3% | ?
> Cc1ccc(-c2nn(-c3cc(N4CCNCC4)ccc3[N+](=O)[O-])c(=O)c3ccccc23)cc1
→ -7% | 3% | 3.7µM*
> COC(=O)Nc1ccc(S(=O)(=O)N2CCC(C(=O)NCc3ccc4c(c3)OCO4)CC2)cc1
→ 1% | -14% | -18%
> COc1cc(C(=O)N2CCN(S(=O)(=O)c3cc(C)ccc3C)CC2)ccc1OCC(=O)N1CCOCC1
→ nt | 17% | -3%
> O=C(COc1ccc(Br)cc1)Nc1cc(S(=O)(=O)N2CCCCC2)ccc1N1CCCCC1
→ -4% | -10% | ?
> CC1(C)C2CC[C@]3(C)C(CC=C4[C@@H]5C[C@@](C)(CO)CC[C@]5(C(=O)O)CC[C@]43C)[C@@]2(C)CC[C@@H]1O (stereo not given in full)
→ nt | -7% | -5%
> CCCC1CCC(=NNS(=O)(=O)c2ccc(C)c([N+](=O)[O-])c2)CC1 (stereo not given)
→ -6% | 7% | -18%
> O=C(CCCOc1ccccc1)Nc1nncs1
→ -1% | 2% | -1%
> COC(=O)N1CCC2(CCCN(c3cccc(-c4ccccc4)c3)C2)CC1
→ -7% | nt | 8%
> CC(=O)c1nc(N2C(=O)C3CC=C(C)CC3C2=O)sc1C (stereo not given)
→ -6% | -1% | -14%
> O=C(CCN1C(=O)C2C3CCC(C3)C2C1=O)OCC(=O)c1ccccc1 (stereo not given)
→ -2% | -10% | -7%
> O=C(CC(O)c1ccncc1)c1ccccc1O (stereo not given)
→ nt | -1% | ?
> CCOC(=O)CN1C(=O)N[C@@H](c2cccc(C(F)(F)F)c2)[C@@H](C(=O)OC)[C@H]1C
→ nt | 16% | 4%
> O=C(Nn1c(-c2ccncc2)nc2ccccc2c1=O)c1ccc([N+](=O)[O-])cc1Cl
→ -1% | -2% | -6%
> O=C(NCc1ccccn1)C(=O)NCC1OCCN1C(=O)c1ccc(Cl)cc1 (stereo not given)
→ nt | -1% | -6%
> Cc1ccc(OCC(=O)N(Cc2ccc(Cl)cc2)Cc2ccco2)cc1C
→ 1% | -17% | ?
> O=C(c1cc(-c2ccc(Cl)cc2)on1)N1CCOCC1
→ 1% | -1% | -27%
> Cn1nnnc1SCC(=O)Nc1ccc(C(=O)N2CCN(Cc3ccccc3F)CC2)cc1
→ -3% | 1% | -19%
> COC(C/C=C/C(=O)[C@@H](C)OCc1ccccc1)OC
→ nt | -2% | 18µM*
> CCN(CC)C(=O)Cn1c(=O)n(CCCCCC(=O)Nc2ccccc2)c(=O)c2sccc21
→ 2%&-5% | 0%&3% | ?
> O=C1CSC(c2ccccc2)N1c1ccc(F)cc1F (stereo not given)
→ 7% | 5% | 6%
> Cc1ccc(S(=O)(=O)Nc2nc3ccccc3nc2NCC2CCCO2)cc1C (stereo not given)
→ -5% | -12% | 21µM*
> C=CCNC(=O)NC(=O)CN1C(=O)NC(c2ccccc2)(c2ccccc2)C1=O
→ -3% | -14% | ?
> CCC(C)c1ccccc1N1CC(C(=O)N2CCN(S(=O)(=O)c3cccc([N+](=O)[O-])c3)CC2)CC1=O (stereo not given)
→ -8% | -5% | ?
> CC(C)c1ccc(NS(=O)(=O)c2ccc3[nH]cc(C(=O)N4CCCC4)c(=O)c3c2)cc1
→ -2% | -15% | 8%
> O=C(CSc1ncnc2c1oc1ccccc12)NCC1CCCO1 (stereo not given)
→ nt | -1% | 9%
> CCN(CC(=O)Nc1ccc(OC)cc1)C(=O)c1cc(-c2cccs2)nn1-c1ccccc1
→ -2% | 3% | ?
> CCOC(=O)C1CCN(C(=O)c2cn(CCOC)c(=O)c3c2c2ccccc2n3C)CC1
→ -8% | -9% | -18%
> CC(=O)c1ccn(S(=O)(=O)c2ccc(Cl)cc2)c1
→ 0% | -2% | -11%
> COc1ccc(-c2nc3ccccc3o2)cc1NC(=O)c1ccc(Br)o1
→ -9% | 2% | ?
> O=C(Nc1ccc(SC(F)F)cc1)C1=CC=CN2CCS(=O)(=O)N=C12
→ -7% | -12% | ?
> O=C(Nn1c(=O)[nH]c2ccsc2c1=O)c1ccccc1
→ -5% | -8% | 16%
> O=c1ccc2ccc(OCc3ccccc3)cc2o1
→ -2% | 1% | -8%

Some of the entries so far, with bars between the fields:
canonical_smiles | GCN5L2 inh | FEN1 inh | TDP1 cell CPT
CCCC1CCC(=NNS(=O)(=O)c2ccc(C)c([N+](=O)[O-])c2)CC1 (stereo not given) | -6% | 7% | -18%
O=C(CCCOc1ccccc1)Nc1nncs1 | -1% | 2% | -1%
COC(=O)N1CCC2(CCCN(c3cccc(-c4ccccc4)c3)C2)CC1 | -7% | nt | 8%
CC(=O)c1nc(N2C(=O)C3CC=C(C)CC3C2=O)sc1C (stereo not given) | -6% | -1% | -14%
O=C(CCN1C(=O)C2C3CCC(C3)C2C1=O)OCC(=O)c1ccccc1 (stereo not given) | -2% | -10% | -7%

Whole records from above. Order of screens: GCN5L2 inh | FEN1 inh | TDP1 cell CPT
Results for CCCC1CCC(=NNS(=O)(=O)c2ccc(C)c([N+](=O)[O-])c2)CC1 (stereo not given) : -6% | 7% | -18%
Results for O=C(c1cc(-c2ccc(Cl)cc2)on1)N1CCOCC1 : 1% | -1% | -27%
Results for O=C1Cc2ccccc2C(=O)N1c1ccc(F)cc1Cl : 0% | -3% | ?
Results for Cc1ccc(OCC(=O)N(Cc2ccc(Cl)cc2)Cc2ccco2)cc1C : 1% | -17% | ?

Bioassay records: PubChem BioAssay, National Center for Advancing Translational Sciences (NCATS)

Not all compounds are listed; count on the stated rates, not on these rows.
